High-throughput results: PubChem, several laboratories
NR2E3 ag-1 – inhibitors of NR2E3-RetCOR corepressor binding, primary screen, NR2E3 agonist project, biochemical, TR-FRET, GST-NR2E3, biotin-RetCOR. Photoreceptor-specific nuclear receptor (Homo sapiens), Q9Y5X4. 1536-well. inhibition of corepressor binding, % at 4.78 µM. 0.12% of 320,000 active. AID 2300, 2010;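 active = percent inhibition above the cutoff of mean plus 3 SD of all tested compounds, set per screening campaign, cut at about 20% in these data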;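 note: 0% = DMSO wells and 100% = biotin wells as full block of FRET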
Target sequence (Q9Y5X4 whole entry, looked up): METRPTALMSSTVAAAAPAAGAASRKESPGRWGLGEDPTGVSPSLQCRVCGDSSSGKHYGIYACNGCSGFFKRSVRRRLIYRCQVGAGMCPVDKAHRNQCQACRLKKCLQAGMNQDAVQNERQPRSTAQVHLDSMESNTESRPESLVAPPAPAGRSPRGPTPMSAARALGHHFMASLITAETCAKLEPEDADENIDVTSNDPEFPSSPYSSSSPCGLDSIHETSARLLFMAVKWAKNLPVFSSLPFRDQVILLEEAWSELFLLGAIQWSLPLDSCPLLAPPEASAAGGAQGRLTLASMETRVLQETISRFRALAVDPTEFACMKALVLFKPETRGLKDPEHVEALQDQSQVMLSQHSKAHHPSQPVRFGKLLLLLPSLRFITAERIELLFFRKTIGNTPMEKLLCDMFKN
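System: GST-tagged NR2E3 plus biotinylated RetCOR corepressor; Buffer or medium: pH 7.5 Tris-based buffer; Probe or stimulus: RetCOR corepressor, biotinylated, 7 nM; Doses: compound at 4.8 µM, single dose; Schedule: 5 h incubation at 4 °C; Technique: time-resolved FRET; Evaluation: percent inhibition of TR-FRET ratio; Replication: one well per compound, singlicate testing.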
NR2E3 ag-2 – NR2E3 agonists in two-hybrid cells, primary screen, cell-based, luminescence, CHO-S, Gal4-NCOR/VP16-NR2E3. luciferase. inhibition of corepressor binding, % at 3.98 µM. 0.35% of 360,000 active. AID 602229, 2012;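 active = inhibition above the mean of all tested compounds plus 3 SD, cut at about 70% in these data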;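 note: 0% = DMSO with NR2E3 transfected cells and 100% = cells lacking NR2E3 construct; higher means lower luciferase signal from less NR2E3 corepressor binding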
PDI inh – inhibitors of human PDI, primary screen, biochemical, turbidity, single point, plate reader; Protein disulfide-isomerase (Homo sapiens), P07237; PDI insulin aggregation turbidity, A650, 90 min; inhibition, % at 10 µM; 0.052% of 350,000 active; AID 588391, 2011;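 active = mean inhibition across replicates of 30% or more, whatever share of single replicates reach that level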;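 note: absorbance from insulin aggregation driven by PDI reduction with DTT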
HIF-2a inh – HIF-2a reporter inhibitors, primary screen, luminescence, 786-0 RCC cells; 786-0 RCC cells HIF-2a reporter, luciferase luminescence, overnight; inhibition, % at 18.8 µM; 0.72% of 360,000 active; AID 624352, 2012;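 active = inhibition of the luminescence signal of 40% or more relative to plate controls, in a single-dose primary screen at 18.75 µM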
Shn3 3UTR inh – reduction of Shn3 3'UTR firefly luciferase signal, primary screen, Schnurri-3 inhibitor project, cell-based, Clone20 osteoblasts, set 2. Clone20 osteoblast Shn3 3'UTR firefly luciferase, 24 h. inhibition, % at 12.5 µM. 0.52% of 360,000 active;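 active = mean inhibition of at least 75% with every replicate also reaching 75%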;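 note: 0% = median of neutral control wells and 100% = pilot-screen positive control compound; some compounds past the cut are filed as inactive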
m5-HT2A agonist – mouse Htr2a agonists via beta-arrestin recruitment, primary screen, cell-based, luminescence; 5-hydroxytryptamine receptor 2A (Mus musculus), P35363; activation, % at 7.6 µM; 0.66% of 360,000 active; AID 624169, 2012; CHO-K1 mHTR2A beta-arrestin complementation; percent of 30 µM serotonin response;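 active = activation above a run cutoff, the mean activation of all tested compounds plus 3 SD, cut at about 14% in these data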;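 note: 0% = plate median of compound wells and 100% = 30 µM serotonin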
Target sequence (P35363 whole entry, looked up): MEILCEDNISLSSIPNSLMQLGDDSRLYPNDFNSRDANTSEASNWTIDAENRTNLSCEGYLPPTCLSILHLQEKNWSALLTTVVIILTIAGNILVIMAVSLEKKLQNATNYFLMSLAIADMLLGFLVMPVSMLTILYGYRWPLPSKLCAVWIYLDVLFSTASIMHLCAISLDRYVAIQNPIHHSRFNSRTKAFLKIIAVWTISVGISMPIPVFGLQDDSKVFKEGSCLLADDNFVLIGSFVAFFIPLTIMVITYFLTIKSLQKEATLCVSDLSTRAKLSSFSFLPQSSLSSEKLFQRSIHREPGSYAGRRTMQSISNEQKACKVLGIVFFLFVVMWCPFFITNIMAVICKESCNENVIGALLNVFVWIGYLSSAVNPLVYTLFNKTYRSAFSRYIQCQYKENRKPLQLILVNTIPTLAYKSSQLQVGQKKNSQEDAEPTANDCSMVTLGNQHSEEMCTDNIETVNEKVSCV
TRPM1 prom inh – inhibitors of MITF-dependent TRPM1 promoter reporter, primary screen, cell-based, SK-MEL-5, single point, luciferase. inhibition, % at 12.5 µM. SK-MEL-5 TRPM1 promoter luciferase, 24 h. 0.83% of 330,000 active;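 active = mean inhibition across replicates of 60% or more, whatever share of single replicates reaches that level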; note: values of inactives mirror those of a sister screen read the other way
Peg3 prom inh – Peg3 promoter-driven luciferase inhibitors, primary screen, cell-based, HeLa, luciferase luminescence; HeLa PEG-Prom luciferase reporter, overnight; inhibition, % at 20 µM; 1.7% of 360,000 active; AID 588405, 2011;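 active = inhibition of at least 50% at 20 µM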
iPSC survival up – enhancers of single-cell hiPSC survival, primary screen, ATPlite luminescence; 100% = ROCK inhibitor wells, 0% = DMSO; survival enhancement, % at 20 µM; 0.044% of 360,000 active; in the data active = survival enhancement above about 18%;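 note: cells exposed to compounds for 16 hours before the ATP read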
CaV13 FRET inh – Disruptors of the CACNA1D IQ motif to Ca2+-dependent inactivation inhibitor domain association, primary screening, Förster resonance energy transfer in intact living …. HEK cells, CFP/YFP FRET ICDI-IQ, plate reader, 10 min; percent FRET-ratio fall versus neutral wells. inhibition, % at 12.3 µM. 0.098% of 340,000 active;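 active = mean replicate inhibition of at least 30% and at least 1% of replicates passing that level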;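 note: 0% = median of the neutral control wells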
Cardio protect – cardioprotection against H2O2-induced cell death, primary screen, uHTS, H9c2 cells, ATPLite luminescence. protection from H2O2 cell death, % at 20 µM. H9c2 cardiomyocytes, H2O2 injury protection, 2 h. 0.63% of 360,000 active;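 active = compounds giving at least 50% protection of heart cells from peroxide-induced death in the single-dose screen, raw or plate-pattern-corrected value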;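 note: 0% = DMSO wells with peroxide and 100% = DMSO wells without peroxide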
Active calls of the source: *; . = not tested or not shown.

SMILES	NR2E3 ag-1	NR2E3 ag-2	PDI inh	HIF-2a inh	Shn3 3UTR inh	m5-HT2A agonist	TRPM1 prom inh	Peg3 prom inh	iPSC survival up	CaV13 FRET inh	Cardio protect
CN1CCC(N(C)C(=O)c2ccc(Cl)c(S(=O)(=O)Nc3cc(Cl)ccc3Cl)c2)CC1	3	-10	-9	11	16	6	-13	5	-1.6	-3	4
COc1ccc2nc(NC(=O)C3CCN(S(=O)(=O)c4cccs4)CC3)sc2c1	0	-3	-7	6	5	-2	27	19	-0.7	-7	0
Nc1c(N2CCOCC2)cc(Cl)c2nonc12	-4	-8	-4	-45	-13	3	-9	-32	-1.8	-5	6
O=[N+]([O-])c1ccc(N2CCN(c3ccccc3O)CC2)c(Cl)c1	-2	-11	-1	-168	36	4	-16	-62	-0.5	-6	-11
CC12CCC(C(=O)Nc3ccccc3-n3cccc3)(CC1=O)C2(C)C (configuration not stated)	6	2	-5	14	8	-6	6	16	1.4	7	2
CCN1C[C@@H]2[C@@H]3C(=O)N(Cc4ccccc4)C(=O)[C@@H]3[C@](CC)(C(=O)OC)N2C1=NCc1ccccc1	.	-25	15	-3	-20	-1	-2	-3	5.1	-5	-2
Cc1ccc(S(=O)(=O)Nc2ccc(NC(=O)c3c(F)c(F)c(F)c(F)c3F)cc2)cc1	-1	-16	-10	27	11	-1	19	32	3.6	-4	1
CCC(C)Cn1c(C)nc2ccccc21 (configuration not stated)	2	16	-1	18	27	-1	1	1	2.3	.	-16
Cc1cn(CCC(=O)Nc2ccccc2N2CCOCC2)c2ccccc12	1	-79	-4	-247	-107	-1	-74	-215	0.1	-2	-1
Cc1ccc(NC(=O)C(=O)NCc2ccc(/C=C(/C#N)C(=O)NCc3cccnc3)o2)cc1	-1	11	-4	-3	26	-4	-1	12	-0.9	-9	-2
Cc1cc(NC(=O)CC#N)n(-c2ccccc2)n1	6	-9	3	9	2	-2	-11	12	4.3	-4	-1
CC(Oc1ccccc1Cl)C(=O)/C=C/N(C)C (configuration not stated)	-1	1	2	2	-14	-5	7	1	-3.4	-7	3
CCCCNC(=O)c1nc2ncc(Br)cn2n1	0	-15	4	-2	-12	6	5	0	0.2	-4	3
CCOC(=O)Cc1cnc(NC(=O)CSc2nc(C)cc(C)n2)s1	-5	-17	5	6	13	-1	1	11	-0.2	-4	-11
O=C(CN1CCCc2ccccc21)N1CCc2ccccc21	3	-35	0	-118	-35	-1	13	-49	-0.2	-5	-1
Cc1nc(CCNC(=O)CC2C(=O)NCCN2Cc2ccccc2F)sc1C (configuration not stated)	0	-31	0	6	16	-3	17	5	-0.3	-4	3
CCCNC(=O)C1(CC2CC(c3ccccc3)=NO2)CCN(C(=O)c2ccccc2)CC1 (configuration not stated)	1	9	-5	3	1	-4	-7	9	3.0	-11	12
Cn1c(=O)c2c(nc(NCc3ccc4c(c3)OCO4)n2C)n(C)c1=O	-3	2	-5	-13	5	6	-5	20	-2.6	.	53*
N=c1n(CCN2CCOCC2)c2ccccc2n1CC(=O)c1cccc([N+](=O)[O-])c1	2	4	3	-1	6	-5	16	15	0.5	-6	7
CCOC(=O)c1c(C)[nH]c(C)c1C(=O)CSc1nc2ccccc2n1CCOC	-3	-21	0	25	-12	-1	-1	16	0.3	-15	26
Cc1cc(=O)oc2c(C)c(OC(C)C(=O)NCCCN3CCOCC3)ccc12 (configuration not stated)	-2	-2	-1	3	3	16*	-6	-8	-0.3	-2	1
C=CCc1ccccc1OCCn1ccnc1	3	-31	2	12	-6	15*	7	10	-2.3	-5	2
COC(=O)c1ccccc1NC(=O)C1CC(=O)N(c2ccccc2)C1 (configuration not stated)	6	2	3	5	-21	0	-6	-4	5.6	-9	8
CC(C)CCN1CCN(Cc2ccc(C#CCCO)cc2)CC1CCO (configuration not stated)	-1	-5	5	12	1	-1	2	7	0.3	-4	4
Cc1ccc(C)c(C(O)c2ncc(-c3cccc(C(F)(F)F)c3)[nH]2)c1 (configuration not stated)	.	7	8	6	-3	-6	.	12	-1.7	-4	-23
CC1=C(C#N)C2(O)C(=O)c3ccccc3C2(O)N1 (configuration not stated)	-3	4	0	14	-4	-1	6	2	-0.2	-2	0
O=C1c2ccccc2-c2nc3ccccc3cc21	2	-102	-2	-156	-53	6	-52	-270	-0.4	-2	-5
COC(=O)C1=NN(C(=O)c2ccccc2)C(C)(O)C1 (configuration not stated)	3	-5	-7	-7	4	0	3	10	-0.6	.	2
O=C(CCc1nnc(Cc2ccc(-c3ccccc3)cc2)o1)NCCc1cccnc1	-3	18	6	-21	3	-6	5	-4	-0.7	-16	-6
N=c1c2c(-c3ccccc3)c(-c3ccccc3)n(Cc3ccccc3)c2ncn1CCCO	0	-45	16	30	6	-4	32	31	6.1	-5	-12
COCC1CCCN(C(=O)c2ccc3oc(Cc4ccc(Cl)cc4)nc3c2)C1 (configuration not stated)	3	-2	5	-59	16	-2	-7	-30	-0.5	-6	-5
CC(=O)c1cccc(NC(=O)CSc2nc(=O)n(CCN3CCOCC3)c3c2CCC3)c1	-2	-2	3	8	8	-2	-5	7	-0.2	-6	1
CC1/C(=N/O)C(CN(C)C)C2CC1C2(C)C (configuration not stated)	0	-16	-2	11	-2	-3	-3	8	-0.3	-7	6
O=C(CSc1nnc(-c2ccc(F)cc2)o1)N1CCCCC1	0	-55	1	-167	-37	3	-85	-140	-0.4	-2	-3
CC(C)(C)OC(=O)NC(Cc1ccccc1)C(=O)N1CCC(C(=O)NCC(=O)Nc2ccc(F)cc2)CC1 (configuration not stated)	0	13	0	-8	-16	2	-20	-8	-0.1	-2	6
CC(O)[C@@]1(O)CC[C@H]2[C@@H]3CC[C@H]4C[C@@H](O)CC[C@]4(C)C3=CC[C@@]21C (some centres not stated)	0	13	-1	21	-11	3	1	10	1.0	-8	3
CCc1ccc(C(O)c2ncc(-c3cccc(C(F)(F)F)c3)[nH]2)cc1 (configuration not stated)	.	8	-55	8	47	-2	.	21	4.5	-5	-24
CC(N=Cc1nc(-c2ccccc2)oc1O)c1ccccc1 (configuration not stated)	0	-6	-3	-125	10	-2	-20	-80	-1.0	-4	-3
C=CCn1c(C2CC(=O)N(c3ccc(C)cc3)C2)nc2ccccc21 (configuration not stated)	-1	28	-4	0	0	0	8	0	6.2	-5	3
O=C(NCCCN1CCCCC1)C1CCC(=O)N1CCc1ccccc1 (configuration not stated)	3	17	-17	4	2	5	4	10	-2.3	-7	4

Random excerpt: 2 entries already listed, in no set order.
SMILES	NR2E3 ag-1	NR2E3 ag-2	PDI inh	HIF-2a inh	Shn3 3UTR inh	m5-HT2A agonist	TRPM1 prom inh	Peg3 prom inh	iPSC survival up	CaV13 FRET inh	Cardio protect
COC(=O)c1ccccc1NC(=O)C1CC(=O)N(c2ccccc2)C1 (configuration not stated)	6	2	3	5	-21	0	-6	-4	5.6	-9	8
O=C(CSc1nnc(-c2ccc(F)cc2)o1)N1CCCCC1	0	-55	1	-167	-37	3	-85	-140	-0.4	-2	-3

Continued.
SMILES	NR2E3 ag-1	NR2E3 ag-2	PDI inh	HIF-2a inh	Shn3 3UTR inh	m5-HT2A agonist	TRPM1 prom inh	Peg3 prom inh	iPSC survival up	CaV13 FRET inh	Cardio protect
CC(C)OC(=O)/C(=C\c1cccnc1)NC(=O)c1ccccc1	3	-6	-1	13	-15	4	3	5	0.1	0	2
Cc1cc(/C=C\c2ccccc2)nc2ccccc12	4	-108	6	-309	-169	1	-27	-213	-1.5	-7	-16
Cc1cc(C)cc(C(=O)NC(CC(N)=O)c2ccc(NC3CCCC3)c([N+](=O)[O-])c2)c1 (configuration not stated)	2	6	9	-6	-3	-4	11	2	-0.4	-12	-2
COCCN(C(=O)CNC(=O)c1cccs1)C(C(=O)NC(C)(C)C)c1ccccc1 (configuration not stated)	2	-2	-2	13	4	-1	-7	13	1.0	9	4
COc1ccc2cc(S(=O)(=O)n3cnc(C)c3)ccc2c1	2	-24	-7	6	-4	-3	-3	-6	0.4	1	-5
CN(C)c1ccc(-c2noc(C3CCN(C(=O)Nc4ccc(Cl)cc4)CC3)n2)cc1	0	15	-1	-37	35	6	0	-8	-0.5	-7	-7
COc1ccc(CNC(=O)COC(=O)CC(NC(N)=O)c2ccc(Cl)cc2)cc1OC (configuration not stated)	0	-2	10	8	8	-4	-4	4	-0.2	-3	-2
O=C(Nc1ccccc1)Nc1ccccn1	4	-25	0	-222	-59	0	-72	-241	-0.1	-8	-8
O=C(CN1C(=O)/C(=C\C=C\c2ccccc2)SC1=S)Nc1ccc(F)cc1	2	-20	1	6	6	-2	-1	-8	-2.2	-15	-6
Cc1ccccc1C(=O)NNC(=O)CCC(=O)Nc1cccc(Cl)c1C	0	-2	-19	-28	-28	-2	-12	-43	-1.0	-3	2
Cc1ccc(-n2nnc3ccccc3c2=O)cc1C	4	-100	-14	-240	-64	-2	-77	-200	4.0	1	-8
COC(=O)c1ccc(NC(=O)CN(c2ccc(C)cc2)S(=O)(=O)c2c(C)nn(C)c2C)cc1	0	-1	5	28	-9	-5	-3	14	-0.8	-7	14
Nc1ccc2nc3c(=O)[nH]c(=S)[nH]c3nc2c1	13	-14	-7	15	-9	3	-6	20	-0.1	-28	-6
O=C(COC(=O)c1ccc([N+](=O)[O-])cc1)NCCC1=CCCCC1	.	-31	3	-2	-10	3	-9	6	0.5	-6	0
C[C@]12c3[nH]c4ccc(Cl)cc4c3CCN1C(=O)[C@@H](CC(=O)NCCc1ccccn1)C[C@@H]2C(=O)N1CCOCC1	.	-16	3	4	-1	12	0	2	-1.7	-6	8
COc1cccc(NC(=O)C(OC(=O)c2ccccc2NS(=O)(=O)c2cccs2)c2ccccc2)c1 (configuration not stated)	6	-26	-5	2	3	-8	12	20	-2.7	-6	-2
CCOc1cccc(CNCCCSc2ncccn2)c1	1	5	-6	5	4	-2	5	4	0.3	-2	6
CC1CN(c2ccc(NC(=S)Nc3ccc(N4CC(C)OC(C)C4)cc3)cc2)CC(C)O1 (configuration not stated)	-2	11	16	22	10	-1	17	14	-0.4	-18	-6
CSc1ccc(C2C(C#N)=C(N)Oc3cc4c(cc32)OCO4)cc1 (configuration not stated)	0	-13	2	1	-1	3	16	38	-0.9	-7	6
Fc1ccc(-c2nc3c(-c4ccc(Cl)cc4)cnn3cc2CCN2CCOCC2)cc1	3	-3	7	24	11	0	6	24	-1.0	-14	-17
